Screening data as filed in PubChem.
DT40 TDP1 CPT = growth inhibition of DT40 Tdp1-/-;hTDP1 cells with camptothecin (screen for TDP1 inhibitors). Potency, µM (titrated, usually from 46.2 µM), for the others: at the top dose activity change, negative = growth inhibition, actives largely listed as inhibitors. actives 12% (n = 420,000). chicken DT40 Tdp1-/-;hTDP1 cells + 20 nM CPT, ATP luminescence, 48 h; further: nearly all actives have a fitted effect of over 55% in size
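Cell growth measured by CellTiter-Glo luminescence after a minimum 48 h, 37 C compound exposure with 20 nM CPT in Tdp1-knockout DT40 cells stably expressing hTDP1, seeded 400/well; qHTS titration format.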
GCN5L2 inh = blocks human GCN5L2 histone acetyltransferase; Q92830; GCN5L2 HAT assay, ThioGlo1 CoA-SH fluorescence; Potency, µM (doses to about 58.9 µM), for the others: at the highest dose activity change, negative = inhibition, usual class: inhibitors; actives 0.21% (n = 390,000)
Target sequence (Q92830 whole entry, looked up): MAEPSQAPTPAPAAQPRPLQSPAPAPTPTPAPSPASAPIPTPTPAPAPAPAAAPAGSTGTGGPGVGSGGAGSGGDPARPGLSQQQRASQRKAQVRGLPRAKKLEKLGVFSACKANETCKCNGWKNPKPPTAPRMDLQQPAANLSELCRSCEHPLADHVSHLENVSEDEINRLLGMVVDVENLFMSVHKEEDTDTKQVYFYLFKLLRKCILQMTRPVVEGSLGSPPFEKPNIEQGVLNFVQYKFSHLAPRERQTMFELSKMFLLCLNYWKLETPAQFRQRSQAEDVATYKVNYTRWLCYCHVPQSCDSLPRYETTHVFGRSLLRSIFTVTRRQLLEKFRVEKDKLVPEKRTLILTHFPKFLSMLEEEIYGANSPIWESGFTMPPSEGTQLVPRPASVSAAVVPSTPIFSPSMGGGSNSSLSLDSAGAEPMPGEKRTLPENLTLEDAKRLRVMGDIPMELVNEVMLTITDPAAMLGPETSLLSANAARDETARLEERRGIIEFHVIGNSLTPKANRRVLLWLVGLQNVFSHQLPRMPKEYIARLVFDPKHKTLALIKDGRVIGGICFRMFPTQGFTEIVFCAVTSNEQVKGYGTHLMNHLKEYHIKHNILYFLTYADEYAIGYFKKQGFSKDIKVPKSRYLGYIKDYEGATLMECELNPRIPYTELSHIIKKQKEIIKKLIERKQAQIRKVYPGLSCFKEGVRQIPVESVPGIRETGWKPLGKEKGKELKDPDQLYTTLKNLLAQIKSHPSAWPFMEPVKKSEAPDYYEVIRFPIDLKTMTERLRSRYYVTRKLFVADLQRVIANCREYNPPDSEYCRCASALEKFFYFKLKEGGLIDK
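Titration-based screen in which CoA formation is detected via maleimide probe ThioGlo1 (50uM) turning fluorescent on thiol reaction; substrates H3(1-25) 75uM and acetyl-CoA 70uM, GCN5L2 20nM, 20 min incubation at room temperature.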
FEN1 inhibitor = inhibitors of human flap endonuclease 1; Recombinant FEN1 flap cleavage, fluorescence, 15 min; Potency, µM (series often up to 114 µM), for the others: top-dose activity change, negative = inhibition, most hits filed as inhibitors; actives 0.35% (n = 390,000); further: nearly all actives have a fitted effect of over 65% in size
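In this screen, 50 nM flap DNA substrate was added to 10 nM FEN1 pretreated with compound for 15 min at room temperature; cleavage was followed with reads at 0 and 15 min, and Hill fitting gave concentration–response parameters.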
The depositor's hits bear a star; & = joins results of further samples. The call rests on the fitted dose curve; in most records, active means well fitted curve in the direction sought with a large enough effect; inconclusive means small, poorly fitted or top-dose-only effect, or another doubt; inactive means no such curve, though single readings can be large; an effect the other way counts as inactive or inconclusive. On the % scale 0 is the no-effect control and ±100 the full control effect; potency means the concentration at half of the fitted maximal effect. An excerpt; rates above refer to the full screens.

For Brc1ccc(NCc2cccc3ccccc23)nc1 the results were DT40 TDP1 CPT -14%, GCN5L2 inh 5% and FEN1 inhibitor -21%.
C/C(=N\NC(=O)c1c(Cl)cnn1C)c1ccc(NC(=O)c2ccncc2)cc1 was read as DT40 TDP1 CPT inconclusive, GCN5L2 inh -6% and FEN1 inhibitor 8%.
For Cc1cc(C(=O)N(C)C)sc1-c1ccccc1 the results were DT40 TDP1 CPT -27%, GCN5L2 inh 0% and FEN1 inhibitor 10%.
For O=P(COCCOCCOCCOCP(=O)(c1ccccc1)c1ccccc1)(c1ccccc1)c1ccccc1 the results were DT40 TDP1 CPT -25%, GCN5L2 inh -6% and FEN1 inhibitor 16%.
Screening COc1ccc(C(=O)CN2C(=O)COc3ccccc32)cc1 returned DT40 TDP1 CPT -16%, GCN5L2 inh 16% and FEN1 inhibitor 15%.
CC(=O)c1ccc(NC(=O)CSc2nc(=O)n(CCN3CCOCC3)c3c2CCC3)cc1 was read as DT40 TDP1 CPT 6%, GCN5L2 inh 3% and FEN1 inhibitor 1%.
For CCn1c(CCCNC(=O)c2ccco2)nc2ccccc21 the results were DT40 TDP1 CPT 4%, GCN5L2 inh 1% and FEN1 inhibitor 0%.
Screening CN(C)c1ccc(C(=O)Nc2ccc(CN3CCS(=O)(=O)CC3)cc2)cc1 returned DT40 TDP1 CPT -4%, GCN5L2 inh 11% and FEN1 inhibitor 12%.
`Nc1nc(SCC(=O)c2ccc([N+](=O)[O-])cc2)n[nH]1` gave DT40 TDP1 CPT -24%, GCN5L2 inh -6% and FEN1 inhibitor -12%.
For Cc1ccc(-n2nnnc2SCC#N)cc1 the results were DT40 TDP1 CPT 22%, GCN5L2 inh -6% and FEN1 inhibitor -4%.
Screening O=C(Nc1cc2ccc(O)cc2oc1=O)c1ccc(F)cc1 returned DT40 TDP1 CPT -12%, GCN5L2 inh 2% and FEN1 inhibitor -9%.
`O=C(CS(=O)c1cccc(Cl)c1)Nc1ccccc1Cl` (configuration not stated) gave DT40 TDP1 CPT 0%, GCN5L2 inh 13% and FEN1 inhibitor 15%.
Screening CCn1nnnc1SCC(=O)N1c2ccccc2Sc2ccccc21 returned DT40 TDP1 CPT inconclusive, GCN5L2 inh 0% and FEN1 inhibitor -18%.
For O=C(N/N=C/c1ccccn1)c1cc([N+](=O)[O-])cc([N+](=O)[O-])c1 the results were DT40 TDP1 CPT inconclusive, GCN5L2 inh -5% and FEN1 inhibitor 14%.
For Cc1ccccc1Nc1nc(-c2sc(NC(=O)c3ccco3)nc2C)cs1 the results were DT40 TDP1 CPT inconclusive, GCN5L2 inh -22% and FEN1 inhibitor -18%.
For CCCCCCN1C(=O)C(O)=C(C(C)=O)C1c1ccccc1[N+](=O)[O-] (configuration not stated) the results were DT40 TDP1 CPT inconclusive, GCN5L2 inh -4% and FEN1 inhibitor -4%.
For NC(=O)C1CCN(c2ccc(S(=O)(=O)N3CCC(Cc4ccccc4)CC3)cn2)CC1 the results were DT40 TDP1 CPT inconclusive, GCN5L2 inh -3% and FEN1 inhibitor 10%.
Screening Cc1ccc(N2CC(C(=O)Nc3ccc(S(=O)(=O)Nc4ncccn4)cc3)CC2=O)cc1C (configuration not stated) returned DT40 TDP1 CPT 12%, GCN5L2 inh -6% and FEN1 inhibitor -3%.
CC1(C)Cc2c(sc(NC(=O)/C=C/C(=O)O)c2C#N)CO1 was read as DT40 TDP1 CPT -2%, GCN5L2 inh -4% and FEN1 inhibitor -2%.
COCCn1c(=O)c(-c2ccccc2)nc2cncnc21 was read as DT40 TDP1 CPT -16% and GCN5L2 inh -16%.

The last four records of the part before are carried over, then new ones follow.
For NC(=O)C1CCN(c2ccc(S(=O)(=O)N3CCC(Cc4ccccc4)CC3)cn2)CC1 the results were DT40 TDP1 CPT inconclusive, GCN5L2 inh -3% and FEN1 inhibitor 10%.
Screening Cc1ccc(N2CC(C(=O)Nc3ccc(S(=O)(=O)Nc4ncccn4)cc3)CC2=O)cc1C (configuration not stated) returned DT40 TDP1 CPT 12%, GCN5L2 inh -6% and FEN1 inhibitor -3%.
CC1(C)Cc2c(sc(NC(=O)/C=C/C(=O)O)c2C#N)CO1 was read as DT40 TDP1 CPT -2%, GCN5L2 inh -4% and FEN1 inhibitor -2%.
COCCn1c(=O)c(-c2ccccc2)nc2cncnc21 was read as DT40 TDP1 CPT -16% and GCN5L2 inh -16%.
`CCOc1ccc(C2CC(=O)NC3=C2C(=O)CCC3)cc1Cl` (configuration not stated) gave DT40 TDP1 CPT 6%, GCN5L2 inh 1% and FEN1 inhibitor -10%.
`O=C(COC(=O)c1ccc(F)c(S(=O)(=O)N2CCOCC2)c1)NCc1ccc(F)cc1` gave DT40 TDP1 CPT 6%, GCN5L2 inh -3% and FEN1 inhibitor 4%.
`Cc1ccc(CC(=O)N/N=C/c2ccc(OC(=O)c3ccc([N+](=O)[O-])cc3)cc2)cc1` gave DT40 TDP1 CPT inconclusive, GCN5L2 inh -1% and FEN1 inhibitor 11%.
CC(=O)N1CCN(C(=O)c2ccc(C(=O)c3ccccc3)cc2)CC1 was read as DT40 TDP1 CPT -1%, GCN5L2 inh -26% and FEN1 inhibitor -1%.
Screening CCOC(=O)CN(C(=O)CCC(=O)Nc1cc(C)on1)C(C(=O)NC1CCCC1)c1cccnc1 (configuration not stated) returned DT40 TDP1 CPT -6%, GCN5L2 inh -5% and FEN1 inhibitor 11%.
O=C(NCc1ccccn1)c1ccccc1OCc1ccc(Cl)cc1Cl was read as DT40 TDP1 CPT inconclusive, GCN5L2 inh -1% and FEN1 inhibitor 6%.
O=C(NCCOc1ccc(Cl)cc1)C1CC(=O)N(c2ccc3c(c2)OCCO3)C1 (configuration not stated) was read as DT40 TDP1 CPT -2%, GCN5L2 inh 1% and FEN1 inhibitor 13%.
For COCCCN(Cc1cccs1)S(=O)(=O)c1csc(C(N)=O)c1 the results were DT40 TDP1 CPT 1%, GCN5L2 inh -17% and FEN1 inhibitor -11%.
Screening COc1ccccc1Oc1nc2c(c(=O)n(Cc3ccccc3F)c(=O)n2C)n1C returned DT40 TDP1 CPT inconclusive, GCN5L2 inh inconclusive and FEN1 inhibitor -3%.
O=C(CSc1ncn[nH]1)NCc1ccc(Cl)cc1 was read as DT40 TDP1 CPT 2%, GCN5L2 inh -20% and FEN1 inhibitor 1%.
For c1ccc2c(c1)-c1cccc3cncc-2c13 the results were DT40 TDP1 CPT -37% and FEN1 inhibitor inconclusive.
Cc1nnc(SCC(=O)Nc2ccc3c(c2)OCO3)[nH]c1=O was read as DT40 TDP1 CPT 12%, GCN5L2 inh -1% and FEN1 inhibitor -9%.
C=CCc1c(C)nc(SC)nc1Nc1ccc(C(C)=O)cc1 was read as DT40 TDP1 CPT 16µM*, GCN5L2 inh -15% and FEN1 inhibitor -16%.
Screening CNC(=O)c1c(NC(=O)c2ccc(S(=O)(=O)N3CCCCC3C)cc2)sc2c1CCN(C)C2 (configuration not stated) returned DT40 TDP1 CPT inconclusive, GCN5L2 inh -18% and FEN1 inhibitor 12%.
COc1ccccc1CNC(=O)COC(=O)c1ccc(N2CCCC2=O)cc1 was read as DT40 TDP1 CPT -14%, GCN5L2 inh -4% and FEN1 inhibitor -1%.
For COc1ccc(Br)cc1C(=O)Nc1cccc2ncccc12 the results were DT40 TDP1 CPT -18%, GCN5L2 inh 1% and FEN1 inhibitor 5%.
`CSc1cccc(NC(=O)c2cnn3ccccc23)c1` gave DT40 TDP1 CPT inconclusive, GCN5L2 inh inconclusive and FEN1 inhibitor 1%.
Cc1cc(NC(=O)Nc2ccc(Cl)cc2)no1 was read as DT40 TDP1 CPT -21%, GCN5L2 inh -14% and FEN1 inhibitor 6%.
CCC(C)NC(=O)C1(NC(=O)Nc2ccccc2)CCCCC1 (configuration not stated) was read as DT40 TDP1 CPT 16µM*, GCN5L2 inh 2% and FEN1 inhibitor inconclusive.
O=C(c1cnn(-c2ccccc2)c1-n1cccc1)N1CCN(C2CCCCC2)CC1 was read as DT40 TDP1 CPT -1%, GCN5L2 inh 0% and FEN1 inhibitor 21%.
`CCCn1nc(NC(=O)c2cccs2)c2cc3cccc(C)c3nc21` gave DT40 TDP1 CPT -5%, GCN5L2 inh -6% and FEN1 inhibitor -3%.
`Cc1ccc(NC(=O)c2cc(-c3ccco3)on2)cc1` gave DT40 TDP1 CPT 15µM*, GCN5L2 inh -4% and FEN1 inhibitor -10%.
For CC1(C)C2CCC1(CS(=O)(=O)NCc1ccc(Cl)cc1Cl)C(=O)C2 (configuration not stated) the results were DT40 TDP1 CPT -6%, GCN5L2 inh -2% and FEN1 inhibitor -9%.
Screening O=C(COC(=O)c1ccncc1)Nc1cc(S(=O)(=O)N2CCOCC2)ccc1Cl returned DT40 TDP1 CPT 2%, GCN5L2 inh -1% and FEN1 inhibitor 4%.
Screening COc1cccc(CNC(=O)CCc2nnc3ccc(NCCCN4CCCC4=O)nn23)c1 returned DT40 TDP1 CPT 1%, GCN5L2 inh -3% and FEN1 inhibitor 4%.
Cc1ccc(NC(=O)Cn2nnc(-c3ccccc3-n3cnnn3)n2)c(C)c1 was read as DT40 TDP1 CPT 1%, GCN5L2 inh -1% and FEN1 inhibitor 0%.
For COc1cccc2c1OCC(CN1CCN(Cc3ccccc3)C(CCO)C1)=C2 (configuration not stated) the results were DT40 TDP1 CPT inconclusive, GCN5L2 inh -2% and FEN1 inhibitor -13%.
Screening O=C(O)C1CCC(N2C(=O)C3CCCCC3C2=O)CC1 (configuration not stated) returned DT40 TDP1 CPT -15%, GCN5L2 inh 0% and FEN1 inhibitor 4%.
For CCOC(=O)CNC(=O)CNC(=O)c1ccc(OCC(C)C)cc1 the results were DT40 TDP1 CPT inconclusive, GCN5L2 inh -5% and FEN1 inhibitor -2%.
c1ccc(NC2=NCCCCS2)cc1 was read as DT40 TDP1 CPT -26%, GCN5L2 inh -2% and FEN1 inhibitor -3%.
`CCCCn1c(=O)[nH]c(=O)c2c1nc(-c1ccncc1)n2CCOC` gave DT40 TDP1 CPT 0%, GCN5L2 inh 1% and FEN1 inhibitor -8%.
Screening Cc1cccc(C)c1OCCn1nc(C(=O)O)c2ccccc2c1=O returned DT40 TDP1 CPT 2%, GCN5L2 inh 0% and FEN1 inhibitor -14%.
Screening O=C(c1ccccc1)N1CCN(CCc2ccccn2)CC1 returned DT40 TDP1 CPT -7%&-8%, GCN5L2 inh -4%&-5% and FEN1 inhibitor 4%&18%.
`O=C(NCCN1CCCC1)c1ccccc1Cl` gave DT40 TDP1 CPT -11%, GCN5L2 inh -4% and FEN1 inhibitor 22%.
Screening O=C(c1cc(S(=O)(=O)N2CCOCC2)ccc1Cl)N1CCOCC1 returned DT40 TDP1 CPT 11%, GCN5L2 inh inconclusive and FEN1 inhibitor -4%.
CCOCCCNC(=O)CN1C(=O)CSc2ccc(S(=O)(=O)N3CCOCC3)cc21 was read as DT40 TDP1 CPT -14%, GCN5L2 inh -4% and FEN1 inhibitor 15%.
COc1ccc2oc(C(=O)OCC(=O)N(C)C3CCS(=O)(=O)C3)c(C)c2c1 (configuration not stated) was read as DT40 TDP1 CPT -10%, GCN5L2 inh -7% and FEN1 inhibitor -4%.
`COc1ccc2oc(=O)c(C(=O)NCCc3c(C)[nH]c4ccc(F)cc34)cc2c1` gave GCN5L2 inh -5% and FEN1 inhibitor -20%.
COc1cc(-c2nnc(SCCOc3ccc(Cl)cc3)o2)cc(OC)c1OC was read as DT40 TDP1 CPT inconclusive, GCN5L2 inh -4% and FEN1 inhibitor -6%.
For Cn1c(CNC(=O)CNS(=O)(=O)c2ccc(F)cc2F)cc(=O)n(C)c1=O the results were DT40 TDP1 CPT -9%, GCN5L2 inh -8% and FEN1 inhibitor 1%.

Reprinted from the part before: two entries; new compounds follow.
COc1cc(-c2nnc(SCCOc3ccc(Cl)cc3)o2)cc(OC)c1OC was read as DT40 TDP1 CPT inconclusive, GCN5L2 inh -4% and FEN1 inhibitor -6%.
For Cn1c(CNC(=O)CNS(=O)(=O)c2ccc(F)cc2F)cc(=O)n(C)c1=O the results were DT40 TDP1 CPT -9%, GCN5L2 inh -8% and FEN1 inhibitor 1%.
COc1ccc(C(=O)OCC2CC(c3ccccc3)=NO2)cc1OC (configuration not stated) was read as DT40 TDP1 CPT 23µM*, GCN5L2 inh -15% and FEN1 inhibitor -19%.
For O=c1/c(=C\c2ccc(O)cc2)sc2nc(-c3ccccc3)c(-c3ccccc3)n12 the results were DT40 TDP1 CPT inconclusive, GCN5L2 inh -15% and FEN1 inhibitor 18%.
For CCc1cc2c(=O)c(-c3ccc4c(c3)OCO4)coc2c(CN(C)C)c1O the results were DT40 TDP1 CPT 2.1µM*, GCN5L2 inh -21% and FEN1 inhibitor 14%.
`CN(NC(=O)c1ccccc1F)c1ncccc1[N+](=O)[O-]` gave DT40 TDP1 CPT -9%, GCN5L2 inh -9% and FEN1 inhibitor -10%.
Screening CC(C)C(NC(=O)c1ccc(C(C)(C)C)cc1)C(=O)NC1=NCCS1 (configuration not stated) returned DT40 TDP1 CPT inconclusive, GCN5L2 inh 0% and FEN1 inhibitor -1%.
`Cc1[nH]c2ccccc2c1/C=N/Nc1ccccc1[N+](=O)[O-]` gave DT40 TDP1 CPT -12%, GCN5L2 inh -8% and FEN1 inhibitor -19%.
